# KDM5B inhibitor – inhibitors of human KDM5B histone demethylase | Q9UGL1 | 220,000 tested, 2.6% active | AID 1347165 | Potency, µM (doses to about 57.7 µM), for the others: at the highest dose activity change, negative = inhibition, hits mostly inhibitors | KDM5B demethylase, FDH-coupled NADH fluorescence (FDH is formaldehyde dehydrogenase); active means well fitted inhibition curve with a large enough effect; inconclusive means small, poorly fitted or top-dose-only effect; inactive means no such curve, though single readings can be large or run the other way; further: 0% is about no effect; nearly all actives have a fitted effect of over 70% in size
# Target sequence (Q9UGL1 whole entry, looked up): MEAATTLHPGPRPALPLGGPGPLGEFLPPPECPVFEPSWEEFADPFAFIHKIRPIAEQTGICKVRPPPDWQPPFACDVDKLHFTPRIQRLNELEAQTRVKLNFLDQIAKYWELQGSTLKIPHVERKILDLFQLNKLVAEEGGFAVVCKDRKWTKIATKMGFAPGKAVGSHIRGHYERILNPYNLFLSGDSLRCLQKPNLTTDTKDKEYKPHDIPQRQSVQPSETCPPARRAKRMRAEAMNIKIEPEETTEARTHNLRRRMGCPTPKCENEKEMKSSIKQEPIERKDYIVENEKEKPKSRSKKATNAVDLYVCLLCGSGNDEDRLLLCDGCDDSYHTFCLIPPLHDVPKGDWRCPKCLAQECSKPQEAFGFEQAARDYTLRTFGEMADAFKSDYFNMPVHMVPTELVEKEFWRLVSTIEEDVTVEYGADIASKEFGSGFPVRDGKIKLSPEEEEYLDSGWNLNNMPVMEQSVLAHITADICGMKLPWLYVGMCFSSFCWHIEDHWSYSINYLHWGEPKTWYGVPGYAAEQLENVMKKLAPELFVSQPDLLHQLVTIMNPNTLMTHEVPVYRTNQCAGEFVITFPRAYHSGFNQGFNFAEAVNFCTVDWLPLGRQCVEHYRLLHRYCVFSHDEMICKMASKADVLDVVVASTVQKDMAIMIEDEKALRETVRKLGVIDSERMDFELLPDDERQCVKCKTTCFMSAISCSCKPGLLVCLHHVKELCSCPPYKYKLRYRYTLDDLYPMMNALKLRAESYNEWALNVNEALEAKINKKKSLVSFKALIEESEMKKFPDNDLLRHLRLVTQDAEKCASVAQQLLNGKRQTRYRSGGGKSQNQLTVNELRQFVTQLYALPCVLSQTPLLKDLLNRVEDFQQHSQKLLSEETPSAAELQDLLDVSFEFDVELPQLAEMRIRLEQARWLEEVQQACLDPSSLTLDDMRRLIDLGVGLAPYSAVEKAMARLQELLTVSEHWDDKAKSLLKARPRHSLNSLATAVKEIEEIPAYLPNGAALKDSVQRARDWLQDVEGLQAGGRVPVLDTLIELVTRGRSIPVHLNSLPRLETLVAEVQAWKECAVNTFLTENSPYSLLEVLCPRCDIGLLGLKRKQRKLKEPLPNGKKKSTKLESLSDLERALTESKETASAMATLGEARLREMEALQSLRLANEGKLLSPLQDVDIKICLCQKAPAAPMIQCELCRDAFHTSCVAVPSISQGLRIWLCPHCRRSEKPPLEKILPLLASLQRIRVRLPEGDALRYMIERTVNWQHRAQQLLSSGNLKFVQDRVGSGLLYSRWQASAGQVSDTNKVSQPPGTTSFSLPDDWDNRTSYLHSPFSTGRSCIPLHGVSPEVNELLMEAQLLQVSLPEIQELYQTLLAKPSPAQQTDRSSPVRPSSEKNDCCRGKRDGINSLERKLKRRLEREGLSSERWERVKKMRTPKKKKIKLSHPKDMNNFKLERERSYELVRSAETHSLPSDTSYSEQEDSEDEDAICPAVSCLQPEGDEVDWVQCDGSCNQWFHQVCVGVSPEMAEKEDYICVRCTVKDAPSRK
#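 qHTS format, multiple compound concentrations. Buffer 50 mM HEPES pH 7.5/0.01% Tween-20; 200 nM KDM5BΔAP final; 10 min compound preincubation; substrate-mix levels 12.5 µM peptide, 25 µM α-KG, 0.25 mM NAD⁺; 30 min RT; ΔRFU.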
# Starred values were filed as active, the others as inactive; i = inactive; ? = inconclusive; [ ] = dose if it differs, or a comment. Potency means the concentration at half of the fitted maximal effect. Not all compounds are listed; rates above refer to the full screens.
SMILES,KDM5B inhibitor
c1ccc(-c2ccc(CN[C@H]3CO[C@H]4[C@@H]3OC[C@@H]4n3cc(CC4CCCCC4)nn3)cc2)cc1,-16%
COc1ccc(-c2cnc([C@@H]3COCCN3Cc3csnn3)[nH]2)cc1,9%[86.2 µM]
COCC(=O)NC[C@H]1O[C@@H](CO)[C@@H](O)[C@H]1N1CCN(c2ccccc2OC)CC1,10%
Cc1cc(C)c2c(=O)cc(C(=O)Nc3sc4c(c3C(=O)NCc3cccnc3)CCCC4)oc2c1,-16%
Cc1ccc2cc(CN3C[C@@H](CO)[C@H](c4nc(C)no4)C3)c(=O)[nH]c2c1,28µM*
O=C(O)c1cc2ccccc2o1,7%
O=C(COc1ccc(Cl)cc1)NCCc1csc(-c2ccncc2)n1,2%
O=C(O)CCC(=O)N1CCN(c2cccc(Cl)c2)CC1,9%
Cc1cc(-c2c(C(=O)N3CCOCC3)c(C)nn2-c2ccccc2)no1,17%
COCc1ccc([C@@H]2C[C@H]3CN(Cc4ccccc4C)C(=O)[C@]34CCCN24)o1,16%
Cc1ccc(NC(=O)CSc2nnc(-c3nnn(-c4ccc(F)cc4)c3C)o2)cc1Br,?
C=C(C)COc1ccc2c(C)c(CCC(=O)NCC(O)c3ccccc3)c(=O)oc2c1 (stereo not drawn),?
CCOc1ccc(NC(=O)c2cc3cc(C)ccc3[nH]2)cc1,17%
Cc1nnsc1C(=O)NNc1ccc(Cl)cc1,23%
O=C(N/N=C/c1ccc(Br)cc1)c1ccc(NC(=O)c2ccccc2)cc1,2%
O=C(NCC1CCCO1)c1c[nH]c2ccc(S(=O)(=O)Nc3ccc(F)cc3F)cc2c1=O (stereo not drawn),?
CCC(=O)Nc1ccc(N/C(N)=N/c2nc(C)cc(C)n2)cc1,-3%
COc1cccc(C2CCCN2Cc2nc(-c3cccc(Cl)c3)no2)c1 (stereo not drawn),7%
Cn1c(=O)[nH]c(=O)c2c1nc(N1CCC(C(N)=O)CC1)n2CCCc1ccccc1,3%
COc1cccc(Nc2nc(-c3c(C)noc3C)cc3cc(CN(C)C)oc23)c1,35µM*
CC(C)C(=O)N1Cc2ccccc2CC2(CCCN(Cc3ccccn3)C2)C1 (stereo not drawn),-6%[115 µM]
Cc1ccccc1-c1nc2cc(NC(=O)Cc3ccc(Cl)cc3)ccc2o1,?
O=C(COc1c(Cl)cccc1Cl)Nc1ccccc1N1CCCC1=O,-6%
O=C(Nc1nc(-c2ccc(Cl)cc2Cl)cs1)C1CCN(C(=O)c2ccco2)CC1,-10%
COc1cccc(CC(=O)N[C@@H]2C[C@H](Cn3cc(CN(C)C)nn3)[C@@H](O)[C@H]2O)c1,7%
O=C(NCc1cccs1)c1ccc2c(c1)N(C(=O)c1ccc(F)cc1)CC2,-16%
Cc1ccc(CNC(=O)c2cc(Cl)cc(Cl)c2)n1C,?
CCCc1cc(=O)oc2c(C)c(OCC(=O)OC(C)(C)C)ccc12,?
COc1ccc(NC(=O)c2ccc(Cn3cc(Cl)cn3)cc2)cc1OC,-4%
Cc1ccc(NC(=O)c2nccnc2N)cc1Cl,10%
CCOc1ccc(S(=O)(=O)[C@H]2CS(=O)(=O)C[C@@H]2N2CCC(C(=O)OC)CC2)cc1,-15%
COc1ccc(OCc2nc(-c3ccc(F)c(F)c3)cs2)cc1,10%
O=c1[nH]c(Nc2ccccc2)nc2nccc(-c3cccs3)c12,0%
COc1ccccc1CNC(=O)CN1C(=O)COc2ccc(S(=O)(=O)Nc3ccccc3)cc21,-46%
CN(CCC#N)C(=O)c1cc2c(s1)-c1ccccc1SC2,?
CCC(CC)C(=O)N1C[C@@H](CO)[C@H](c2nc(COC)no2)C1,10%
Cc1ccc(CN2COc3c(Cl)cc4c(-c5ccccc5)cc(=O)oc4c3C2)cc1,?
COC(=O)COC(=O)c1oc2ccc(OC)cc2c1C,i
COc1ccc(C(=O)COC(=O)c2sc(C)nc2C)cc1OC,12%
OCCCNc1nc(-c2cccs2)nc2ccccc12,?
CCOc1ccc(-c2cccc(NS(=O)(=O)c3ccc(F)cc3F)c2)nn1,-12%
COc1ccc(C(=O)Nc2c(NCc3ccccc3)c3ccccc3oc2=O)cc1Br,-1%
Cc1nc2ccccc2cc1C(=O)O,14%
COc1ccc(OC)c(C2=Nn3c(nnc3-c3ccncc3)SC2)c1,?
CC(C)CNc1cccc2c1S(=O)(=O)N(Cc1cn(Cc3ccc(Cl)cc3)nn1)Cc1ccccc1O2,?
COc1cc2nc(SCC(=O)Nc3ccccc3C)n3nc(CCn4c(C)nc5ccccc54)nc3c2cc1OC,-18%
Cc1cc(N2CCC3(CCCN(C)C3=O)C2)nc(-c2ccccc2O)n1 (stereo not drawn),?
N=C(N)SCc1ccc([N+](=O)[O-])cc1,9%
Cc1ccc(C)c(NC(=O)c2ccc3[nH]c(C)c(C)c3c2)c1,-11%
Cc1noc(C)c1-c1cc2cc(CNC(C)C)oc2c(NC2CCN(C)CC2)n1,-17%[86.2 µM]
# (continued)
SMILES,KDM5B inhibitor
CCC[n+]1c(NCc2cc(Br)cc(Br)c2[O-])[nH]c2ccccc21,22%
O=C(CCc1ccccc1)NCc1nnc2c(-c3nc(C4CC4)no3)cccn12,28µM*
O=C(Nc1cccc(Cl)c1)C1CCCN1S(=O)(=O)c1cccc2cccnc12 (stereo not drawn),-1%
CCCNC(=O)N(C1CCOCC1)C1CCN(Cc2cccnc2)CC1,1%
COCCN1C(=O)c2ccccc2C(C(=O)Nc2nc3ccccc3s2)C12CCCCC2 (stereo not drawn),?
CCCN(CC(=O)NC(=O)NC1CCCC1)Cc1ccc(C#N)cc1,-1%
CCSc1nnc(-c2cc(Br)ccc2NC(C)=O)c(=O)[nH]1,-12%
COc1cc(OC)c(NC2=NS(=O)(=O)C(c3ccccc3)=C2C)cc1Cl,4%
O=C(Nc1ccccc1)C1Sc2nnc(-c3ccccc3)n2NC12CCCCC2 (stereo not drawn),3%
Cc1ccc(NC(=O)CCC(=O)N2CCOc3ccccc32)c(Cl)c1,8%

# 16 entries from above, arranged by molecular weight, rising.
SMILES,KDM5B inhibitor
O=C(O)c1cc2ccccc2o1,7%
OCCCNc1nc(-c2cccs2)nc2ccccc12,?
CCCc1cc(=O)oc2c(C)c(OCC(=O)OC(C)(C)C)ccc12,?
COc1cccc(C2CCCN2Cc2nc(-c3cccc(Cl)c3)no2)c1 (stereo not drawn),7%
Cc1ccccc1-c1nc2cc(NC(=O)Cc3ccc(Cl)cc3)ccc2o1,?
O=C(COc1c(Cl)cccc1Cl)Nc1ccccc1N1CCCC1=O,-6%
COCc1ccc([C@@H]2C[C@H]3CN(Cc4ccccc4C)C(=O)[C@]34CCCN24)o1,16%
O=C(CCc1ccccc1)NCc1nnc2c(-c3nc(C4CC4)no3)cccn12,28µM*
CCOc1ccc(-c2cccc(NS(=O)(=O)c3ccc(F)cc3F)c2)nn1,-12%
O=C(Nc1ccccc1)C1Sc2nnc(-c3ccccc3)n2NC12CCCCC2 (stereo not drawn),3%
Cn1c(=O)[nH]c(=O)c2c1nc(N1CCC(C(N)=O)CC1)n2CCCc1ccccc1,3%
O=C(Nc1cccc(Cl)c1)C1CCCN1S(=O)(=O)c1cccc2cccnc12 (stereo not drawn),-1%
C=C(C)COc1ccc2c(C)c(CCC(=O)NCC(O)c3ccccc3)c(=O)oc2c1 (stereo not drawn),?
O=C(NCC1CCCO1)c1c[nH]c2ccc(S(=O)(=O)Nc3ccc(F)cc3F)cc2c1=O (stereo not drawn),?
COc1ccc(C(=O)Nc2c(NCc3ccccc3)c3ccccc3oc2=O)cc1Br,-1%
COc1ccccc1CNC(=O)CN1C(=O)COc2ccc(S(=O)(=O)Nc3ccccc3)cc21,-46%

# More entries:
SMILES,KDM5B inhibitor
Cc1ccc2ncn(Cc3ncc(-c4cccc(Cl)c4)o3)c(=O)c2c1,6%
COc1ccc(C(=O)NC(=S)NNC(=O)c2ccc3ccccc3n2)cc1,?
C#CCN(C)C(=O)[C@@H]1CCCN1[C@@H](C(=O)NC)c1ccc(OC)cc1,?
CC(=O)c1cccc(C(=O)N2CCC3(CC2)NC(=O)N(Cc2ccccc2)C3=O)c1,-6%
COc1ccc(C2Cn3nnc(C(=O)N4CCC(C(=O)Nc5cc(C)cc(C)c5)CC4)c3CO2)cc1 (stereo not drawn),-7%
Cc1ccccc1-c1ccc(C(=O)NCCCn2ccnc2C(C)C)cn1,-18%
COc1ccc(-n2ccn(CC(=O)NCc3ccc(C)cc3)c(=O)c2=O)cc1OC,-7%
S=c1[nH]c2cc(Cl)ccc2s1,-9%
O=C(NC1CC1)c1cc2sccc2n1Cc1ccccc1Cl,-2%
CC1=C[C@@H](CNC(=O)C2CCCCC2)[C@H](C(C)C)C[C@H]1CC(=O)N1CCN(c2ccccn2)CC1,35µM*
COc1ccc(NC(=O)C2CC2)cc1S(=O)(=O)N1CCOCC1,24%
COc1ccc(OC)c(NC(=O)c2ncoc2-c2cccc(Cl)c2)c1,18%
Oc1ccc(C2N3CC4(c5ccccc5)CN2CC(c2ccccc2)(C3)C4O)cc1 (stereo not drawn),11%
Cc1c(NC(=O)CC(C)C)cccc1-c1nc2cccnc2s1,?
COc1cccc(NC(=O)CSC2=Nc3ccccc3C3=NC(CCC(=O)NCc4ccco4)C(=O)N23)c1 (stereo not drawn),-21%
COCC1(CNC(=O)c2cccc(OC)c2)C[C@@H](O)[C@@H](O)C1 (stereo partly drawn),0%[86.2 µM]
Cc1ccc(-c2noc([C@@H]3C[C@H](NS(=O)(=O)c4ccc5ccccc5c4)CN3C)n2)cc1,?
Cc1ccccc1Nc1c(-c2c[nH]c3ccccc23)nc2ccc(Cl)cn12,?
CCN(C)C(C)C(=O)N1CCC(Oc2ccccc2C)(C(=O)O)CC1 (stereo not drawn),23%
CCOC(=O)Cc1ccc(NC(=O)n2ncc3cc(Cl)ccc32)cc1,14%

# Looked up by compound from the list above (two):
SMILES,KDM5B inhibitor
Cc1ccc(NC(=O)CSc2nnc(-c3nnn(-c4ccc(F)cc4)c3C)o2)cc1Br,?
COC(=O)COC(=O)c1oc2ccc(OC)cc2c1C,i

# Additional entries
SMILES,KDM5B inhibitor
Cc1cc(NC(=O)C(C)OC(=O)c2cc3ccccc3s2)no1 (stereo not drawn),-9%
Cc1ccc(-c2cn3c(n2)CO[C@@H](CNC(=O)NCc2ccccc2)C3)cc1,?
O=C1CCC2(CCN1CC1CC1)CCN(C(=O)c1cccc(F)c1)CC2,25%
CCN(CC)S(=O)(=O)c1cc(NC(=O)Cn2cnc3ccccc3c2=O)ccc1C,10%
O=C(CC1=CCCCC1)NC1CCc2n[nH]c(=O)n2CC1 (stereo not drawn),38%
O=C1/C(=C/c2cccc(F)c2)C(c2ccccc2)Oc2ccccc21 (stereo not drawn),2%
CC1=NN(c2ccccc2)C(=O)/C1=C\c1cc(C)n(-c2cccnc2)c1C,8%
CCCOc1ccc(N2C(=O)C/C(=C\c3ccccc3)C2=O)cc1,26%
Cc1cnc(NC(=O)C(C)(C)Oc2ccc(Cl)cc2)s1,12%
CCOc1ccc2c(n1)CCN(C(=O)c1ccncc1)C2,5%
Cc1cc(NC(=O)C(C)Oc2cccc(Cl)c2)n(C)n1 (stereo not drawn),26%
CCN(CC)C(=O)c1ccc(NS(=O)(=O)c2ccc3[nH]c(=O)[nH]c3c2)cc1,11%
c1ccc(C2CCCN(CCNc3ncncn3)C2)cc1 (stereo not drawn),-16%
COc1ccc2c(C)nc(Nc3nc4ccccc4c(=O)[nH]3)nc2c1,17%
Cc1ncc(-c2ccc(S(=O)(=O)N3CCN(c4ccc(F)cc4)CC3)cc2)o1,16%
CC(=O)N1CC(CO)C2(CCN(C3CCOCC3)CC2)C1 (stereo not drawn),18%
O=C(O)c1cc(=O)n(Cc2ccccc2)c(=O)[nH]1,?
COc1ccc(N2CC(c3noc(-c4cccc(C)c4)n3)CC2=O)cc1 (stereo not drawn),-16%
Cc1ccc(CCNC(=O)c2cc3c(-c4ccccc4F)nn(C)c3s2)cc1,?
NCCn1cc(C(=O)NCC(O)CN2CCCCCC2)nn1 (stereo not drawn),-23%
CCOc1cc2[nH]c(=O)n(CCCC(=O)NCc3ccc(OC)cc3)c(=O)c2cc1OCC,-7%
CCc1ccc(NC(=O)Cn2nc(C(=O)O)c3ccccc3c2=O)cc1,30%
O=C(NCc1ccc(Cl)cc1)N(Cc1ccco1)Cc1cccs1,-7%
Cc1ccc(-c2cc(C(=O)Nc3ccccc3C(N)=O)c3ccccc3n2)o1,?
C(=N\Nc1ccccn1)/c1c[nH]c2ccccc12,?
CCOc1ccc(C2=C(C(=O)CC)Sc3nncn3N2C(=O)CC)cc1,?
COc1ccc(CNC(=O)N2CCCC(Cc3nncn3Cc3ccccc3)C2)cc1 (stereo not drawn),13%
COc1cc(C(=O)N2CCC(CC(=O)NCCN3CCN(C)CC3)CC2)cc(OC)c1OC,3%
Cc1ccc(-n2ncc(C(=O)NCc3ccccn3)c2C2CCN(C(=O)OC(C)(C)C)CC2)c(C)c1,-14%
COc1cccc(CNC(=O)c2ncoc2-c2cccs2)c1OC,?
CCc1ccc(S(=O)(=O)N[C@@H](C)C(=O)NCc2cscn2)cc1,14%
COc1ccc(-c2[nH]nc3ncc(-c4ccc([S+](C)(=O)[O-])cc4)nc23)cc1F,348%[activator][86.2 µM]
CCC1CN(C(=O)N2CCC(C(=O)NCCCc3ccccc3)CC2)c2ccccc2O1 (stereo not drawn),-2%
COc1ccc(C)cc1-n1nnc(S(=O)(=O)c2ccc(C)cc2)c1C,-18%
COC(=O)c1cc(CNC(=O)c2ccc(N3CCCC3)c([N+](=O)[O-])c2)ccc1OC,20%
Cc1ccc(C(=O)N2CCn3c(nnc3[C@@H]3C[C@@H](O)CN3C(C)C)C2)cn1,?
O=C(CNC(=O)c1cnccn1)NC1CCCc2c1[nH]c1ccccc21 (stereo not drawn),?
O=C([C@H]1C[C@H](Oc2cccnc2)CN1S(=O)(=O)c1ccccc1)N1CCOCC1,-7%
C[S+](=O)([O-])N1CC2(Cc3ccccc31)CN(C(=O)Cc1cccc(Cl)c1)C2,?
O=S(=O)(c1cnc[nH]1)N1CCC(c2nc(CCOCC3CC3)no2)C1 (stereo not drawn),-28%
